S3 lipid droplet: qHTS Assay for Lipid Storage Modulators in Drosophila S3 Cells. 320,000 tested, 0.64% active. lipid storage change, negative = inhibition, % at the top dose, mostly 46.1 µM; hits show Potency in µM. Drosophila S3 cells, BODIPY lipid droplet fluorescence, 18-24 h; cells fed with added oleic acid. AID 2685; active means well fitted inhibition curve with a large enough effect in the signal ratio, with a control signal flat, not every such curve was filed as active; inconclusive means small, poorly fitted or top-dose-only effect, or effect the other way, or a change in a side signal; the % refers to the signal ratio
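Drosophila S3 cells loaded with oleic acid (400 uM, as added) and compounds at several concentrations; lipid droplets imaged by 488-nm laser-scanning cytometry, 500–530 nm intensity and object ratio to cell channel. Percent activity normalized to 20 uM Triacsin C.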
S3 lipid droplet cell count max: recorded beside S3 lipid droplet, whose call it bears; cell number change, %; measured here: cell count max response;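 cells counted by Cell Tracker Red CMTPX staining in the red channel; peak over a dose series mostly up to 46.1 µM; percent activity relative to internal control wells on each plate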
* marks the source's active call; other numbers are inactive results; i = inactive; u = inconclusive; x = no result given; [ ] = dose if it differs, or a comment. On the % scale 0 is the no-effect control and ±100 the full control effect; potency means the concentration at half of the fitted maximal effect. A portion of the library (hit frequency here may not be typical).

SMILES | S3 lipid droplet | S3 lipid droplet cell count max
COc1ccccc1CNC(=O)CCC(=O)N1CCOc2ccc(C)cc21 | i | 15.3
COc1ccc(CCc2nnc(CCC(=O)NCC3CCCO3)o2)cc1 (centres undefined) | u | x
COCC(C)NC(=O)NC(=O)c1ccc(Cl)cc1 (centres undefined) | u | x
CC1(C)CC(=O)C=C(Nc2ccccc2NC(=O)c2cnccn2)C1 | u | x
CN1CCN(CCCNC(=O)Cn2nc(-c3ccccc3)ccc2=O)CC1 | u | x
CC(C)C[C@@H](CN(N=O)[C@@H](Cc1ccccc1)CN(C)N=O)N(CCc1ccccc1)N=O | u | x
COc1ccc(C2=NS(=O)(=O)N(C)C(C(=O)N3CCCCC3)=C2)cc1 | -5.6% | -4.9
Oc1cccc(/C=N\Nc2nncc(-c3ccccc3)n2)c1 | u | x
CC(=O)c1ccc(NC(=S)N2CCC(O)CC2)cc1 | 2.3% | 3.3
COC(=O)c1ccc(CSc2nnc(CNC(=O)c3cccs3)o2)o1 | i | 15.1
Cc1ccc(C(=O)NNC(=O)C2CCN(S(=O)(=O)c3ccc(Cl)cc3)CC2)cc1 | u | x
CCOC(=O)c1cccc(COC(=O)c2cccc(-c3nnc(-c4ccccc4)o3)c2)c1 | u | x
COc1ccc(OC)c(C2=NS(=O)(=O)N(C)C(C(=O)Nc3ccc(C(C)=O)cc3)=C2)c1 | u | x
CC(/C=C/c1ccccc1)=N\NC(=O)CNC(=O)c1ccccc1Cl | u | x
Cc1ccc2c(c1)N(CCC(=O)NC1CCCCC1)C(=O)CO2 | i | x
O=C(/C=C/Nc1ccccc1)c1ccc(Cl)cc1Cl | i | -2.4
O=C(N[C@@H](CO)C(=O)NCc1ccccc1)c1ccc(C(F)(F)F)cc1 | 5.1% | 23.3
CN1CCN(Cc2c(C(=O)N/N=C/c3cccc(Br)c3)nnn2-c2nonc2N)CC1 | u | x
Cc1ccc2[nH]c3nc(N/N=C/c4cccc(O)c4)nnc3c2c1 | u | x
CC(C)=CC(=O)Nc1nnc(-c2ccc(F)cc2)s1 | i | x
COc1ccc(N=C(N)SCc2ccccn2)cc1 | 2.5% | x
Cc1ccccc1NC(=O)Cc1nc(COC(=O)c2ccc(S(C)(=O)=O)c([N+](=O)[O-])c2)cs1 | u | x
CCOC(=O)C1=C(CN2CCSCC2)NC(=O)NC1c1cc(C)ccc1C (centres undefined) | i | x
COC(=O)C(Cc1csc2ccc(Cl)cc12)NC(=O)c1ccc(Cl)cc1 (centres undefined) | -7.4% | -14.0
Cn1c(NC(=O)c2cccc(Cn3cc(Cl)cn3)c2)nc2ccccc21 | u | x
CCCCOc1ccccc1N1CCN(CCCN2C(=O)C3CCCN3C2=O)CC1 (centres undefined) | u | x
Cc1sc2ncnc(Nc3ccc(N4CCOCC4)cc3)c2c1-c1ccccc1 | 8.6% | 12.9
Cc1ccc(S(=O)(=O)Nc2ccc(C(=O)NCc3ccccn3)cc2)cc1 | -14.8% | 0.2
Cn1cc([N+](=O)[O-])c(C(=O)N/N=C/c2ccc3c(c2)OCO3)n1 | u | x
CCOc1ccc(Oc2nc(Nc3ccc(C)cc3)nc(N(C)C)n2)nn1 | i | -24.3
C/C(=N/Nc1ccc(C(=O)O)cc1)c1ccc(O)c(O)c1O | 11.6% | -2.4
O=C(Nc1ccc(F)cc1)Oc1ccc[nH]c1=O | -5.0% | -5.7
COc1ccc(N2C(=S)N=C(Nc3ccccc3)C23CCCCC3)cc1 | 0.7% | -24.2
COc1ccccc1CN1CC(C(=O)NCCC2=CCCCC2)CCC1=O (centres undefined) | u | x
COc1ccc(OC)c(NS(=O)(=O)c2ccc(Br)s2)c1 | 5.9% | 9.4
CC(Sc1nnc(N)s1)c1ccccc1Cl (centres undefined) | 2.3% | 15.9
CC(/C=N/O)Cc1ccc2c(c1)OCO2 (centres undefined) | 2.0% | -16.7
CC(=O)n1cc([C@@H]2C=C(C(=O)Nc3ccccc3)O[C@H](OCc3ccc(CO)cc3)C2)c2ccccc21 | i | -20.8
Cc1ccc(NC(=O)CS(=O)(=O)c2c[nH]c3ccccc23)c(C)c1 | -7.0% | 4.3
CCc1nnc(NC(=O)C2CCCN2C(=O)Nc2ccccc2)s1 (centres undefined) | -25.7% | 0.8

Ordered by length of the SMILES (rising): part of the list above
SMILES | S3 lipid droplet | S3 lipid droplet cell count max
COc1ccccc1CN1CC(C(=O)NCCC2=CCCCC2)CCC1=O (centres undefined) | u | x
Cc1sc2ncnc(Nc3ccc(N4CCOCC4)cc3)c2c1-c1ccccc1 | 8.6% | 12.9
Cn1cc([N+](=O)[O-])c(C(=O)N/N=C/c2ccc3c(c2)OCO3)n1 | u | x

The list continues.
SMILES | S3 lipid droplet | S3 lipid droplet cell count max
O=c1[nH]c(N2CCOCC2)nc2c1CCCC2 | u | x
Cc1ccc2nc(SCC(=O)NC3CCCc4ccccc43)[nH]c2c1 (centres undefined) | u | x
Cn1ccc(-c2ccccc2)c(C#N)c1=O | u | x
COc1ccc(-c2nc(C#N)c(NC(C)c3ccccc3)o2)cc1OC (centres undefined) | i | x
O=C(c1cccnc1)N1CCN(Cc2ccc3c(c2)OCO3)CC1 | u | x
Cc1ccc(S(=O)(=O)NC2(C(F)(F)F)NC(=O)N(C)C2=O)cc1 (centres undefined) | i | x
Cc1ccc(S(=O)(=O)NN2C(=O)c3ccccc3NC2c2cccc(O)c2)cc1 (centres undefined) | -3.0% | -9.7
O=C(COc1ccc(Br)cc1)N(Cc1ccccc1)c1ccccn1 | u | x
Cc1ccc(C(=O)NCC(=O)Nc2cccc(C(F)(F)F)c2)cc1 | 12.6% | -0.4
O=C(O)CC/C(=N\Nc1ccc(S(=O)(=O)N2CCOCC2)cc1[N+](=O)[O-])c1cccs1 | u | x
CCCc1cc(=O)n2[nH]cnc2n1 | i | x
COc1ccc(C(NC(=O)CN2CCCCCC2)c2ccc(OC)cc2)cc1 | u | x
Cc1ccc(Nc2nc(-c3ccncc3)nc3ccccc23)cc1 | 6.5% | -7.9
O=C(/C=C/c1ccc([N+](=O)[O-])cc1)NCCOc1ccc(F)cc1 | 3.7% | -1.2
CC(C)(C)c1cc(C(=O)N/N=C/c2ccccn2)n[nH]1 | -12.0% | 2.9
O=C(Cc1ccccc1)N[C@H](c1ccccc1)P(=O)(O)CO | -8.6% | -1.1
Cc1cc(NC(=O)CCC(=O)N(c2ccccc2)C(C(=O)NC(C)(C)C)c2ccccc2Cl)no1 (centres undefined) | i | 12.6
O=C(O)CC(Cc1ccccc1)C(=O)NCC12CC3CC(CC(C3)C1)C2 (centres undefined) | -0.8% | 15.8
CN(C)S(=O)(=O)N1CCN(C(=O)N2CCCCC2)CC1 | u | x
CC(C)(C)C1CCCCC1NC(=O)c1ccncc1 (centres undefined) | u | x

Structures from the list above that have an NH in an aromatic ring, in the order listed:
SMILES | S3 lipid droplet | S3 lipid droplet cell count max
Cc1ccc2[nH]c3nc(N/N=C/c4cccc(O)c4)nnc3c2c1 | u | x
O=C(Nc1ccc(F)cc1)Oc1ccc[nH]c1=O | -5.0% | -5.7
Cc1ccc(NC(=O)CS(=O)(=O)c2c[nH]c3ccccc23)c(C)c1 | -7.0% | 4.3
O=c1[nH]c(N2CCOCC2)nc2c1CCCC2 | u | x
Cc1ccc2nc(SCC(=O)NC3CCCc4ccccc43)[nH]c2c1 (centres undefined) | u | x
CCCc1cc(=O)n2[nH]cnc2n1 | i | x
CC(C)(C)c1cc(C(=O)N/N=C/c2ccccn2)n[nH]1 | -12.0% | 2.9

Other structures follow:
SMILES | S3 lipid droplet | S3 lipid droplet cell count max
CC(NC(=O)C1CCCC1)c1ccc(Br)cc1 (centres undefined) | i | x
CCOc1ccc(C(=O)NCC(=O)NCC(c2ccccc2OC)N2CCCC2)cc1 (centres undefined) | u | x
O=C(NC(=S)Nc1ncc(Br)cc1Br)c1cncc(Br)c1 | u | x
CCCN(CCC)S(=O)(=O)c1ccc2c(c1)CCCN2C(C)=O | 13.4% | -13.4
O=C(NN1CCOCC1)c1ccc(Br)s1 | u | x
O=C(CSc1nnc(CNC(=O)c2cccs2)o1)Nc1ccccc1 | u | x
O=C(N/N=C/C1=Cc2ccccc2OC1)c1ccncc1 | -2.2% | -5.0
CCCS(=O)(=O)N1CCCC(C(=O)NCCCN(C)c2ccccc2)C1 (centres undefined) | u | x
COc1ccc(OC)c(S(=O)(=O)Nc2cc3c4c(c2)CCC(=O)N4CCC3)c1 | i[0.0737 µM] | -7.7
O=C(NCCCN1CCCC1)C1CCC(=O)N1C1CCCCC1 (centres undefined) | 0.4% | 0.8
Cc1ccc2c3c([nH]c2c1C)-c1nonc1CC3 | u | x
O=C1c2cccc3c([N+](=O)[O-])ccc(c23)C(=O)N1O | -14.8% | -1.5
[O-][N+]12CCN(CC1)c1ccccc12 | u | x
OC(COc1ccccc1)CN1CCCC1 (centres undefined) | u | x
O=C(N[C@@H](Cc1ccccc1)C(=O)N1CCN(S(=O)(=O)c2ccc(F)cc2)CC1)c1ccco1 | u | x
O=C(O)COc1ccccc1/C=N/NC(=O)c1ccc(F)cc1 | u | x
O=C(c1c(F)cccc1F)N1CCN(c2ccccc2F)CC1 | -11.9% | 1.1
CC(=O)c1ccc(OCCCC(=O)Nc2ccc3c(c2)OCCO3)cc1 | u | x
c1ccc(-[n+]2nc(Nc3cccc4ccccc34)sc2-c2c3ccccc3cc3ccccc23)cc1 | u | x
CCOC(=O)Cn1cnc2sc3c(c2c1=O)CCC3 | u | x
COc1ccc2c(c1)oc(=O)c1c3ccccc3[nH]c21 | u | x
CCN(CC)C(=O)Cn1cc(C(=O)C(=O)NCC2COc3ccccc3O2)c2ccccc21 (centres undefined) | -2.5% | 6.4
Cc1cc(C)cc(OCC(=O)N(Cc2ccc(N(C)C)cc2)C2CCS(=O)(=O)C2)c1 (centres undefined) | 9.8% | 10.3
O=C(NCc1ccco1)c1ccc(COc2ccccc2Cl)cc1 | -3.5% | 20.0
NC(=S)n1[nH]c(-c2ccc([N+](=O)[O-])cc2)c(N=Nc2cccc(Cl)c2)c1=O | u | x
CC(CCc1ccccc1)NC(=O)CN1CCN(c2ccccc2)CC1 (centres undefined) | -13.8%[9.22 µM] | -7.8
CCNc1nnc(-c2ccccc2OC)s1 | u | x
CCN1CCN(C(=O)c2ccccc2NC(=O)c2ccc(Cl)cc2)CC1 | 19.3% | 12.6
Cc1[nH]c2ccc(C(=O)NCCCN3CCCC3)cc2c1C | -17.3% | 14.7
O=C1CC(c2ccccc2Oc2cccc(Cl)c2)C(n2cncn2)C(=O)C1C1NCCc2ccccc21 (centres undefined) | 10.2% | 0.0
CCOC(=O)c1nnn(-c2nonc2N)c1CSc1ccccc1 | u | x
CCOc1ccc(CCNC(=O)CCS(=O)(=O)c2ccc(C)cc2)cc1OCC | -11.9% | 6.5
Cc1ccc(NC(=O)Cn2c(C)cc(C)c(C#N)c2=O)c(Cl)c1 | u | x
COc1ccc(C2CC2/C(=N/O)c2ccccc2)cc1 (centres undefined) | 6.2% | 15.1
COc1ccc(CCNC(=O)CSC2=NS(=O)(=O)c3ccccc3N2)cc1OC | u | x
CCn1cnc2c1c(=O)n(Cc1nnc3n1-c1ccccc1SC3)c(=O)n2Cc1ccccc1 | i | 8.0
Cc1ccc(NS(=O)(=O)c2ccc(Br)s2)nc1 | u | x
NC(=S)NN=C(c1ccccc1)c1ccccc1 | u | x
COc1ccc2nc(C)c(C(=O)NN)cc2c1 | u | x
COc1cc(/C=C(\C#N)c2nc3ccccc3[nH]2)ccc1OC(=O)c1ccco1 | u | x
Nc1ccc(C(=O)c2cccs2)cc1[N+](=O)[O-] | u | x
O=C(Nc1ccc(NC(=O)c2ccccc2Br)cc1)c1ccccc1 | u | x
CC(=O)Nc1nc(-c2ccc(Br)s2)cs1 | u | x
Cc1oc(-c2ccc(-c3ccccc3)cc2)nc1CN(CCO)C(C)C | 7.4% | 11.4
CCC(NS(=O)(=O)c1c(C)[nH]c(=O)[nH]c1=O)C12CC3CC(CC(C3)C1)C2 (centres undefined) | u | x
Cc1cc(NC(=O)CSc2nnnn2C2CCCC2)no1 | i | 6.1
COC(=O)c1ccsc1NC(=O)c1ccc2c(c1)OCCO2 | 13.6% | 0.9
CCOC(=O)/C(C#N)=C/c1cn(CCOc2ccc(OC)cc2)c2ccccc12 | i | -23.7
CCC(C)N(C(=O)CSc1nnc(C)n1C)C1CCS(=O)(=O)C1 (centres undefined) | -44.5%[0.0737 µM] | -23.6
N/C(=N\OC(=O)Oc1ccccc1)c1ccc(Br)cc1 | u | x
Cn1c(CCNC(=O)c2cccs2)n[nH]c1=S | u | x
Cc1cc(C)nc(N/N=C/c2ccccc2OCC(=O)O)n1 | 10.6% | 20.7
COCCNC(=O)c1cc2c(s1)-c1ccc(Cl)cc1SC2 | u | x
CC(CNC(=O)c1cccs1)c1ccc([N+](=O)[O-])cc1 (centres undefined) | -1.8% | 1.2
Cc1cccc(-n2c(N)cc(=O)nc2SCC(=O)Nc2nnc(CC(C)C)s2)c1 | u | x
O=C(O)Cn1c(=O)c2c3c(sc2n(Cc2ccc(F)cc2)c1=O)CCCC3 | u | x
O=C1C2C(C(=O)N1c1ccc3c(c1)OCO3)C1C=CC2C12CC2 (centres undefined) | 9.5% | 3.6

Screens (PubChem BioAssay)
